# Source: PubChem BioAssay (Vanderbilt High Throughput Screening Facility)
# Cav32 inh = inhibitors of human Cav3.2 T-type calcium channel; Cav3.2-expressing cells, Fluo-4 calcium fluorescence FDSS; active compounds read low; B-score at 10 µM; 4% of 100,000 active; AID 449739;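 active = single-dose well whose peak fluorescence ratio is a statistical outlier from its plate by either plate-standardised score or position-corrected B-score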
# Target sequence (O95180 whole entry, looked up): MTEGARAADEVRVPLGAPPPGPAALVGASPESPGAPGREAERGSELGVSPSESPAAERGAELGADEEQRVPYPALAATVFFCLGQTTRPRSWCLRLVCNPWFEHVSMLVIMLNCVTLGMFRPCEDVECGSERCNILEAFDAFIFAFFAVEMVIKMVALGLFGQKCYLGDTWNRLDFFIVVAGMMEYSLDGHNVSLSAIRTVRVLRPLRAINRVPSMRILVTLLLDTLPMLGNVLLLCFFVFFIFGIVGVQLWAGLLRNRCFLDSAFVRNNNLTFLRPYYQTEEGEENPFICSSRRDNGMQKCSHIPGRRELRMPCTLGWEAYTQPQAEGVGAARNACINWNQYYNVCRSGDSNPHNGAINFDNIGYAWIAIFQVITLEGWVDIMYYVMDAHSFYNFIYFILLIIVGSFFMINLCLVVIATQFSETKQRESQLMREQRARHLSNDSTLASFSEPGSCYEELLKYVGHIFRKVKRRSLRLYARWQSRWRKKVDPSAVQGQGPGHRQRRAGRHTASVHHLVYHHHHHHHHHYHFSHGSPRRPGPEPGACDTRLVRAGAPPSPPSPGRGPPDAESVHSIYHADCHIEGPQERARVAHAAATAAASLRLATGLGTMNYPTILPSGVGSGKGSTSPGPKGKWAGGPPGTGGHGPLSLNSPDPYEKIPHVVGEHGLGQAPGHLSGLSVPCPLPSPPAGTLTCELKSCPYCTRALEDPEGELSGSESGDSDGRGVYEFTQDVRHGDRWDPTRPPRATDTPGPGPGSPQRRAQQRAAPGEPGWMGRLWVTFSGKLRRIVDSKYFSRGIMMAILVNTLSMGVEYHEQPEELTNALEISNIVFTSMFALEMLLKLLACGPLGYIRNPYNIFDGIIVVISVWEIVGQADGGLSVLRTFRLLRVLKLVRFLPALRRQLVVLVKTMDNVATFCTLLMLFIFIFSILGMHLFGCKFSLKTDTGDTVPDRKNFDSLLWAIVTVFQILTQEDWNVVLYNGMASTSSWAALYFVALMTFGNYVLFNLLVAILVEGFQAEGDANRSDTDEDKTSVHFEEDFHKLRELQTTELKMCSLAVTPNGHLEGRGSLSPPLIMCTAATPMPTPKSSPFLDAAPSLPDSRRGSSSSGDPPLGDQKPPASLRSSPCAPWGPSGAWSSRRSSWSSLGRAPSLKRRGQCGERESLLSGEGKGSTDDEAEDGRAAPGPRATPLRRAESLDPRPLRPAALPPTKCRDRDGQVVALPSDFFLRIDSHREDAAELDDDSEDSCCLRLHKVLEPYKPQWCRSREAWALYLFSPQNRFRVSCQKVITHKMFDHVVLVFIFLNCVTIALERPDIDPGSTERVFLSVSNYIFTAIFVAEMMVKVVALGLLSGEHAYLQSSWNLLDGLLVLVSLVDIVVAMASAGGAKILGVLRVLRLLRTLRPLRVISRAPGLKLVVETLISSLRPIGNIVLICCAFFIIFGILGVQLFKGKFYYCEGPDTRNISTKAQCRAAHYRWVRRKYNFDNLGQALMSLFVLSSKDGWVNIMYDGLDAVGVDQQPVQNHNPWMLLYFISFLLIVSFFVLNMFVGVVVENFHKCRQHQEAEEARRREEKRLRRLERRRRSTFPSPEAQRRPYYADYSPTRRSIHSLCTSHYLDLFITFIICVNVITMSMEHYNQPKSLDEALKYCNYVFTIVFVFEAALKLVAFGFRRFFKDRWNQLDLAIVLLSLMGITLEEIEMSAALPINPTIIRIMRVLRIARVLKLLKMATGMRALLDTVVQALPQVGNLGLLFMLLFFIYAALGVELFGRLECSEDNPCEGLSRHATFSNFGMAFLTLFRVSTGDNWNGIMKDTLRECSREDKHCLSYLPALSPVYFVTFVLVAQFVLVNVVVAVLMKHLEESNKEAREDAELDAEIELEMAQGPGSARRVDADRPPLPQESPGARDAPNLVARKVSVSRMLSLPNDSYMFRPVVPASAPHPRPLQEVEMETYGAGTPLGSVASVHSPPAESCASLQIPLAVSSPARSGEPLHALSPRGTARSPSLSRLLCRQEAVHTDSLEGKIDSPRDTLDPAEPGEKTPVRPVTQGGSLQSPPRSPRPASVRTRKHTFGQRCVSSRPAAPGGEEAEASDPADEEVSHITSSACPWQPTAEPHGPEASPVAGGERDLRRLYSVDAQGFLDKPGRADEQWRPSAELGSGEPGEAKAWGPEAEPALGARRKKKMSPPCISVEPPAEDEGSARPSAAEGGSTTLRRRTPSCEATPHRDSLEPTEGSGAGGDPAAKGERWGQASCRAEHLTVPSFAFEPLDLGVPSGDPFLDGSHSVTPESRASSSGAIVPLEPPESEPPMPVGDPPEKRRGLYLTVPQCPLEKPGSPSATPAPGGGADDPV
# * marks the source's active call; other numbers are inactive results.
structure	Cav32 inh
CCNC(=O)NC1(C(=O)Nc2ccc3c(c2)OCCO3)CCCCC1	0.00047
COc1ccc(SC[C@H](Cc2ccccc2)N2CCN(C)CCC2=O)cc1	0.18
CCOc1ccc(OCCSc2nc3ccccc3[nH]2)cc1	-0.81
COc1ccc(OC)c(S(=O)(=O)n2nc(-c3ccccc3)cc2N)c1	0.8
O=[N+]([O-])c1ccc(N2CCN(c3nc(-c4ccc(Cl)cc4)cs3)CC2)cc1	-0.089
CCOC(=O)c1ccccc1NC(=O)c1ccc2c(=O)n3c(nc2c1)CCCCC3	-2.7
O=C(C1=C[C@@H](C2CCCCC2)C[C@@H](OCCCCO)O1)N1CCN(Cc2ccccc2)CC1	-0.64
CCC(C)C(NC(=O)c1ccccc1NC(=O)c1ccco1)C(=O)NC1CCCCC1 (stereo not given)	-1.7
COCCn1c(=S)[nH]c2cc(C(=O)NCC3CCCO3)ccc2c1=O (stereo not given)	-0.56
NS(=O)(=O)c1ccc(CNC(=O)CCC2CCCCC2)cc1	-0.71
CC(=O)Nc1sc2c(c1C(N)=O)CCC2	0.00044
C=CCn1c(Cc2ccc(OC)cc2)nnc1SCc1nc2ccccc2c(=O)[nH]1	-0.38
COCCNC(=O)c1cn(C)c2ccc(S(=O)(=O)N(C)C3CCCCC3)cc2c1=O	2.8
O=C(Nc1cccc(Oc2c(F)c(F)c(F)c(F)c2F)c1)N1C[C@@H]2C[C@@H](C1)c1cccc(=O)n1C2	0.0086
Cn1c(=O)c2c(nc(NCCO)n2C)n(C)c1=O	1.1
CN1CCN(c2ccc(NC(=O)c3ccc4c(c3)OCO4)cc2)CC1	0.12
Fc1ccc(-c2nnc(-c3ccc(Cl)cc3Cl)o2)cc1	-0.23
CCc1nnc(NC(=O)CSc2nc3c(cc2C#N)CCCC3)s1	-0.094
CC(=O)c1cnn(-c2cc(Oc3ccccc3C)ncn2)c1C	-0.083
CC(=O)OC1CCC2(C)C(=CCC3C2CCC2(C)C3CC3OC4(CCC(C)CN4)C(C)C32)C1 (stereo not given)	0.85
COc1ccc(Cn2c(C)c(C)c(C#N)c2NC(=O)Nc2ccccc2)cc1	-0.52
COC(=O)c1sc2ccccc2c1-n1cccc1C(=O)C(=O)Nc1ccc(OC)cc1	-2.3
CCOC(=O)c1c(C)[nH]c(C(=O)OCC(=O)NC2CCS(=O)(=O)C2)c1C (stereo not given)	0.26
Cc1oc(-c2ccccc2F)nc1CS(=O)(=O)CC(=O)N1CCN(Cc2ccccc2)CC1	-0.76
COc1ccc(-c2nnc(SCc3cccc(C#N)c3)o2)cc1	-1.2
O=C(ON=C1CCN(S(=O)(=O)c2ccccc2)CC1)c1ccc(Cl)cc1	0.78
CC(=O)N1CCN(c2ccccc2NC(=O)COc2ccc(Br)cc2)CC1	-0.92
CC(=O)c1cnc(N(C)C)s1	-0.021
CC(C)(C)NC(=O)CSc1nncn1-c1ccccc1	-1.7
Cc1cnc(NC(=O)CSc2ccc(Cl)cc2)s1	-2.7
Cc1cc(OCC(=O)Nc2ccncc2)cc(C)c1Br	-1.3
CCOc1ccc(C(=O)NCC(=O)OCC(=O)Nc2ccccc2OC)cc1	1.2
CCOC(=O)c1c(COc2ccccc2)oc2ccc(O)cc12	-0.29
COCC(=O)c1[nH]c2ccccc2c1C	-1
COc1ccc(Cc2nc(C(=O)Nc3ccc(F)cc3)cs2)cc1	-4.1
CC(=O)CC(C)(C)S(=O)(=O)c1ccc(NC(C)=O)cc1	0.23
CCOC(=O)c1ccc(NC(=S)Nc2ccccc2N)cc1	0.81
CCOC(=O)c1ccccc1-n1c(C)cc(C2N=C(N)Nc3nc4ccccc4n32)c1C (stereo not given)	-2.2
O=C(NCc1cccs1)c1cc(-c2ccccc2)on1	-1.5
COC(=O)c1ccccc1NC1OC(=O)c2ccccc21 (stereo not given)	0.31
Cc1ccc(NC(=O)c2cccs2)cc1	0.69
S=C(NCc1ccccn1)Nc1ccc(Cl)cc1Cl	0.14
COc1ccc(CNc2nc3nc4c(c(=O)n3[nH]2)CCC4)cc1	0.88
Fc1ccc(C2CC(c3ccco3)n3ncnc3N2)cc1 (stereo not given)	-0.4
COc1ccc(C2=NOC(C3(S(=O)(=O)c4ccccc4)CC(O)C3)C2)cc1 (stereo not given)	0.27
CN(C)c1ccc(C=Nc2ccc(N(C)C)cc2)cc1	0.45
CCSc1nnc(NC(=O)C2CCCCC2)s1	0.98
CC(=O)Cc1ccccc1OC(=O)c1ccco1	-0.43
COc1ccc(NC(=O)Cn2c(=O)sc3ccccc32)c(OC)c1	0.67
COc1ccc(CN2CCn3ncc(C(=O)Nc4cccc(C)c4)c3C2=O)cc1	-5.5*
O=C(/C=C/c1ccc(Cl)c([N+](=O)[O-])c1)NCc1cccnc1	0.13
COC(=O)NC(Nc1sc2c(c1C(N)=O)CCCC2)(C(=O)OC)C(F)(F)F (stereo not given)	2.6
Cc1cnc(C(=O)Nc2ccc(F)cc2)cn1	-0.8
COC(=O)C(Cc1ccc(OC(=O)c2ccc(C)cc2)cc1)N1Cc2ccccc2C1=O (stereo not given)	0.48
CCOC(=O)C(C)Sc1nnc(-c2ccccc2O)n1Cc1ccccc1 (stereo not given)	-1.5
CCc1c(C)c2cc(Cl)c(O)c(CN3CCCCC3)c2oc1=O	0.06
Cc1cc2cc(CNC(=O)c3ccc4c(c3)OCO4)ccc2[nH]1	-0.4
O=C(CC1CCS(=O)(=O)C1)NC1CCCCC1 (stereo not given)	0.29
O=c1cc(CN2CCN(CCO)CC2)c2cc3c(cc2o1)CCC3	0.99
Clc1ccc(OCCn2ccnc2)c(Cl)c1	-0.45

# Remaining list, next part.
structure	Cav32 inh
CCCCCOc1ccc(CSC(=N)N)cc1[N+](=O)[O-]	0.17
CNC(=O)c1c(N)sc2c1CCCCC2	0.19
COC(=O)c1sc(NC(=O)CC(C)C)c(C(=O)OC)c1C	0.015
COc1cccc(N(CC(=O)Nc2cccc(C(C)=O)c2)S(C)(=O)=O)c1	0.17
CCCCOc1ccccc1NC(=O)C=C(C)C	-0.93
Cc1ccccc1OCC(O)Cn1c(NCc2ccccc2)nc2c1c(=O)[nH]c(=O)n2C (stereo not given)	-0.1
O=C(CCC(=O)c1ccc[nH]1)c1ccc(Cl)cc1	-0.33
CCOC(=O)c1cccc(NC(=O)c2ccc(F)cc2F)c1	0.63
CCOC(=O)C1Nc2c(cc(C(F)(F)F)cc2[N+](=O)[O-])C2c3ccccc3CC12 (stereo not given)	-0.023
CCCCOC(=O)c1ccc(NS(=O)(=O)c2cc(-c3nnnn3CC)ccc2OC)cc1	-1.2
O=C(CN1C(=O)CSC1=O)N1CCc2ccccc2C1	-0.76
COc1cc(C(=O)N2CCN(C(=O)c3ccco3)CC2)cc(OC)c1OC	-0.68
COc1ccc(NC(=O)CN2C(=O)c3cccc4cccc2c34)c(OC)c1	0.39
Cc1nc(S(=O)(=O)c2ccc(Cl)cc2Cl)nc2c1CCC2	-0.86
Cc1cccc(OCc2nnc(N)s2)c1C	-0.53
C/C=C\C=C/C(=O)Nc1cccc(C2=NOC3(C2)C[C@@H](C(N)=O)N(C(=O)C2(C)CC2)C3)c1 (stereo not given in full)	0.49
Cc1ccc(S(=O)(=O)N2CCCC(C(=O)NC3=NCCS3)C2)cc1 (stereo not given)	0.53
O=S(=O)(c1cccc2cccnc12)N(CCO)CCO	0.015
COc1ccc(Nc2nc(N)nc(CSc3nccc(C)n3)n2)cc1	0.49
CC(C)(C)NCC(O)COc1cccc2[nH]c(=O)[nH]c12 (stereo not given)	2.6
c1ccc(Cn2nnc3c(NCCN4CCOCC4)ncnc32)cc1	0.61
CC1(C)C2CCC13CS(=O)(=O)N[C@@H]3C2 (stereo not given in full)	0.52
COC(=O)c1coc(-c2ccc(OC)cc2)c1C(=O)OC	-0.32
O=c1oc2c3c4c(cc2c(C(F)(F)F)c1CCN1CCOCC1)CCCN4CCC3	-6.6*
CCSc1nnc(NC(NC(=O)c2ccco2)(C(F)(F)F)C(F)(F)F)s1	0.22
CC1(C)CC(=O)c2cc(C(=O)NCc3ccco3)c(=O)n(-c3ccccc3)c2C1	4.1*
CCOCCOC(=O)C1=C(C)N(C)C(=O)NC1c1cc(Cl)c(O)c(OC)c1 (stereo not given)	0.23
CCOC(=O)c1ccc(NC(=O)CSc2nnc(-c3cccs3)n2CC)cc1	0.32
CC(C)C(CCN1C(=O)CCC1=O)C1CCOC(C)(C)C1 (stereo not given)	1.2
CCCC(=O)C1CCN(Cc2ccccc2)CC1	0.92
CCn1c(=O)n(CC)c2cc(S(=O)(=O)N3CCCCC3)c(C)cc21	0.0078
CCc1c(C)nc2ncnn2c1Nc1ccc(C(C)=O)cc1	0.0089
NC(=O)c1ccccc1NS(=O)(=O)Cc1ccc(Cl)cc1	-0.51
Cc1nc2nc(-c3ccc(Cl)cc3)[nH]n2c(=O)c1Cc1ccccc1	0.73
CCn1c(SCC(=O)NCc2ccco2)nc2c1c(=O)n(C)c(=O)n2C	0.33
CCC1(C)Cc2c(sc3nc(SC)nc(NCCN(C)C)c23)CO1 (stereo not given)	-3.4
COc1ccccc1CN1CCN(S(=O)(=O)c2ccccc2)CC1	-0.77
Nc1nonc1OCCc1ccccc1	-0.36
O=C(NC1CC1)C1=C[C@@H](c2ccccc2)C[C@@H](OCc2ccc(CO)cc2)O1	0.51
CCOc1cc(C2C(C(=O)c3ccc(C)o3)=C(O)C(=O)N2CCc2ccccc2)ccc1O (stereo not given)	-2.5

# Shown as labelled records: 4 of the compounds above.
CCC1(C)Cc2c(sc3nc(SC)nc(NCCN(C)C)c23)CO1 (stereo not given)
  Cav32 inh: -3.4

COc1ccccc1CN1CCN(S(=O)(=O)c2ccccc2)CC1
  Cav32 inh: -0.77

Nc1nonc1OCCc1ccccc1
  Cav32 inh: -0.36

O=C(NC1CC1)C1=C[C@@H](c2ccccc2)C[C@@H](OCc2ccc(CO)cc2)O1
  Cav32 inh: 0.51

# Continued:
structure	Cav32 inh
O=C(Nc1ccc(SC(F)F)cc1)c1ccc2nccnc2c1	0.035
CCOc1ccc(CCNC(=O)CN(C)S(=O)(=O)c2cccc3nsnc23)cc1OCC	0.45
COc1cccc(NC(=O)c2ccc(NC(C)=O)cc2)c1	0.044
CCC1CCCCN1S(=O)(=O)c1ccc2c(c1)CCN2C(=O)C1CCC1 (stereo not given)	-1.4
Cc1ccc(-n2[nH]c(C)c(C=Nc3cc(C)ccn3)c2=O)cc1	-0.041
CN(C)C(=O)N1CCN(C(=O)c2ccco2)CC1	1
Cc1noc(C)c1CSCC(=O)OCC(=O)Nc1sccc1C#N	0.87
CC1(OC(=O)C2CCCC2)C(=O)C=C2C=C(c3ccsc3)N(c3ccccc3)C=C2C1=O (stereo not given)	-0.07
O=C(CS(=O)(=O)c1ccccc1)c1ccc2c(c1)OCCO2	0.58
COCCOC(=O)c1c(C)oc2ccc(O)c(CN3CCC(C)CC3)c12	0.011
CCn1cc(C(=O)NCC(=O)OC)c2cc(OC)c(OC)cc2c1=O	0.15
CCCCC1CC1C(=O)Nc1ncc2c(n1)CC(C)(C)CC2=O (stereo not given)	-0.49
Cc1ccccc1OCC(O)Cn1c(SC(C)C)nc2c1c(=O)[nH]c(=O)n2C (stereo not given)	-0.14
Fc1ccc(C2NCCn3cccc32)cc1 (stereo not given)	0.49
O=C1c2cccnc2C(=O)N1c1cccc(-c2nc3ccccc3o2)c1	-0.0048
Cc1noc(C)c1S(=O)(=O)N1CCC(C(=O)NC2CCCc3ccccc32)CC1 (stereo not given)	-0.036
CC(/C=N/n1c(C2CCCCC2)n[nH]c1=S)=C\c1ccccc1	-0.59
CC(C)(C)C(=O)Nc1nc(=S)ss1	-5*
CCCS(=O)(=O)N1CCN(C(=O)c2cccnc2)CC1	0.75
CCOc1cc(-c2cc(-c3ccc(OC)cc3)nc(N)c2C#N)ccc1O	0.025

# 3 of the compounds above, with the structure last:
Cav32 inh | SMILES
-0.49 | CCCCC1CC1C(=O)Nc1ncc2c(n1)CC(C)(C)CC2=O (stereo not given)
-0.14 | Cc1ccccc1OCC(O)Cn1c(SC(C)C)nc2c1c(=O)[nH]c(=O)n2C (stereo not given)
0.49 | Fc1ccc(C2NCCn3cccc32)cc1 (stereo not given)

# (more compounds)
structure	Cav32 inh
N#Cc1c(-c2ccccc2)nc(SCc2nc(N)nc(N3CCCCC3)n2)[nH]c1=O	-2.2
CCC(=O)NC1(C(F)(F)F)C(=O)Nc2c1c(=O)n(C)c(=O)n2C (stereo not given)	2.9*
COCCn1cc(C(=O)c2ccccc2OCC(=O)Nc2cc(C)on2)cc(C#N)c1=O	1.5
CC1=C(C(=O)OC(C)C)C(c2ccc(N(C)C)cc2)C2=C(CC(C)(C)CC2=O)N1 (stereo not given)	-1.1
Cc1ccc(NC(=O)CCC(=O)NNC(=O)COc2cccc3ccccc23)c(C)c1	-0.73
COc1ccc(/C=N\NC(=O)C2=NNC(=O)C2C)cc1 (stereo not given)	0.51
OCC1OC(n2nc3ccccc3n2)C(O)C(O)C1O (stereo not given)	1
CCc1cc2ccc(C)cc2nc1SCC(=O)c1ccc(NC(C)=O)cc1	-1.2
Cc1cccc2c1nc(-c1ccccc1)n1cnnc21	0.55
O=C(Nc1ccc(-c2nc3ccccc3o2)cc1)c1ccc(N2C(=O)C3C4C=CC(C4)C3C2=O)cc1 (stereo not given)	0.8
Cc1cc(-n2c(C)cc(C(=O)COc3ccc4ccc(=O)oc4c3)c2C)no1	-1.7
COc1ccc(-n2nnc3c(SCC(=O)c4ccccc4)ncnc32)cc1	-1.8
CCCC1(C(=O)OCC)NC(c2ccc(OC)cc2OC)C2C(=O)N(c3ccccc3)C(=O)C21 (stereo not given)	-0.42

# A portion of the library; the hit share may differ from the screen's.
